Screening results from PubChem.
TAG inh – inhibitors of triacylglycerol accumulation, primary screen, cell-based, uHTS, fluorescence, H9c2; H9c2 cells, Nile Red lipid (TAG) fluorescence; cells loaded with 200 µM oleic acid; actives 0.66% (n = 230,000); AID 651582, 2012; inhibition, % at 12.5 µM;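 active means pattern-corrected inhibition of lipid staining of at least 50% with the nuclear-stain viability signal not falling by more than 50%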;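 further: 0% = DMSO wells and 100% = triacsin C control wells; some results filed as inactive read as strong as hits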
TAG inh DAPI viability – second read-out of TAG inh, no call of its own (marks repeat the call); DAPI nuclei signal change (viability), lower = more cytotoxic, %;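 whole-well DAPI fluorescence read on a plate reader as a viability signal; minus 50 percent equals half of cells still viable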
Numbers without * were called inactive. Not all compounds are listed; rates above refer to the full screens.

Preview:
Values run as follows: TAG inh, TAG inh DAPI viability
Cc1cc(C)cc(OC(=O)N2CCOCC2)c1
→ 1, 10
COCCn1c(SCC(=O)Nc2cccnc2Cl)nc2cc(Cl)ccc2c1=O
→ 3, -6
Cc1ccc2cc(CNC(C)(C)C)c(=O)[nH]c2c1
→ 8, 3
O=C(/C=C/c1ccco1)N1CCN(S(=O)(=O)c2ccccc2)CC1
→ 8, -3

The whole of this part, previewed entries included:
Values run as follows: TAG inh, TAG inh DAPI viability
Cc1cc(C)cc(OC(=O)N2CCOCC2)c1
→ 1, 10
COCCn1c(SCC(=O)Nc2cccnc2Cl)nc2cc(Cl)ccc2c1=O
→ 3, -6
Cc1ccc2cc(CNC(C)(C)C)c(=O)[nH]c2c1
→ 8, 3
O=C(/C=C/c1ccco1)N1CCN(S(=O)(=O)c2ccccc2)CC1
→ 8, -3
CC(=O)Nc1ccc(NC(=O)CSc2nnc(NC(=O)C3CC(=O)N(c4ccccc4)C3)s2)cc1 (configuration not stated)
→ 12, 1
COc1cccc(Nc2ncnc3c2cnn3-c2cccc(C)c2)c1
→ 22, 17
CC(C)NC(=O)N(C)C[C@H]1Oc2c(NS(=O)(=O)c3ccccc3)cccc2C(=O)N([C@H](C)CO)C[C@@H]1C
→ 2, 0
COc1ccc(NC(=O)CSc2nc(=O)n(CCN(C)C)c3c2CCCC3)cc1
→ 15, 5
Clc1ccc(Oc2ncnc3oc(-c4ccccc4)cc23)cc1
→ 0, -2
O=C(COC(=O)C1CC2CCCC(C1)C2=O)NNC(=O)c1ccccc1Br (configuration not stated)
→ 9, 3
CC(C)COc1ccc(/C=C2/Sc3ccccc3C2=O)cc1
→ -28, 15
O=C(Nc1cccnc1)c1ccc(Cl)c(S(=O)(=O)N2CCc3ccccc32)c1
→ 3, 3
CC(C)c1ccc(-n2cnn(-c3ncccc3[N+](=O)[O-])c2=O)cc1
→ -9, -1
COc1ccc(NC(=O)c2c[nH]c(=O)n(-c3ccc(C)c(C)c3)c2=O)cc1OC
→ 10, -13
O=C(O)c1nn(-c2ccccc2C(F)(F)F)cc1O
→ -2, -5
Clc1ccc(-c2c[n+](Cc3ccc(Cl)cc3Cl)c3n2CCCCC3)cc1
→ 10, 2
COc1cccc(NC(=O)COC(=O)C2CC(=O)N(c3ccc(C)cc3)C2)c1 (configuration not stated)
→ 2, 1
COc1cccc(C(=O)/C=C/Nc2ccc(S(=O)(=O)Nc3cccc(C(C)=O)c3)cc2)c1
→ 0, 1
CCOC(=O)C1CCCN(Cc2nc(N)nc(Nc3ccc(Cl)cc3)n2)C1 (configuration not stated)
→ 7, 12
O=C1c2ccccc2C(=O)c2c1ccc(O)c2O
→ 2, -5

4 of the compounds above, with each value named.
COc1ccc(NC(=O)c2c[nH]c(=O)n(-c3ccc(C)c(C)c3)c2=O)cc1OC
  TAG inh: 10
  TAG inh DAPI viability: -13
O=C(O)c1nn(-c2ccccc2C(F)(F)F)cc1O
  TAG inh: -2
  TAG inh DAPI viability: -5
Clc1ccc(-c2c[n+](Cc3ccc(Cl)cc3Cl)c3n2CCCCC3)cc1
  TAG inh: 10
  TAG inh DAPI viability: 2
COc1cccc(NC(=O)COC(=O)C2CC(=O)N(c3ccc(C)cc3)C2)c1 (configuration not stated)
  TAG inh: 2
  TAG inh DAPI viability: 1

The list goes on.
Values run as follows: TAG inh, TAG inh DAPI viability
COC(=O)c1ccc(CCc2cc(O)ccc2O)cc1
→ 69, -62
COc1ccc(CCN2C(=O)C(Oc3ccccc3C)C2c2ccc3c(c2)OCO3)cc1OC (configuration not stated)
→ 8, 0
O=C(CNC(=O)c1ccco1)NCC(=O)OCc1ccccc1Br
→ -3, -3
CCOc1cc2c(cc1OCC)C(c1ccc(O)c(OC)c1)NCC2 (configuration not stated)
→ 6, 2
COc1ccc(-c2noc(-c3cccs3)n2)cc1OC
→ -22, 7
Cc1c(Cl)ccc2c(C(O)CBr)cc(-c3ccccc3)nc12 (configuration not stated)
→ 11, 6
Fc1ccc(N2C(=S)SC(=Nc3ccccc3)C2=Nc2ccccc2)cc1
→ 38, 5
Cn1c(-c2ccccc2)c(C(=O)CC#N)c2ccccc21
→ -1, 3
CN1CCN(c2cc(=O)n(C3CCCCC3)c(=O)[nH]2)CC1
→ -14, -1
Cc1ccc(SCc2cc(=O)n3[nH]cnc3n2)cc1
→ -25, 7
CC(C)CCNC(=O)C(=O)NCc1ccccc1
→ 0, 0
Cc1nc(CCNC(=O)CC2C(=O)NCCN2Cc2ccccc2)nc2c1CCC2 (configuration not stated)
→ 8, -3
CCCCCCNC(=O)c1c(O)c2cccc3c2n(c1=O)CCC3
→ 9, -8
CC(C)C[C@H]1CN=C(Nc2ccccc2)N1CCCC1CCCCC1
→ -1, -9
COC(=O)c1c(C)[nH]c(C(=O)C(C)OC(=O)c2c(C)noc2C)c1C (configuration not stated)
→ -16, -9
O=C(NCCN1CCCC1=O)C1CCC(=O)N(CCc2ccc(Cl)cc2)C1 (configuration not stated)
→ 2, -3
COc1cccc(-c2csc(NNC(=O)c3cccs3)n2)c1
→ 6, -3
C=C(C)CN(CC)c1nc(N)c2c(N)nc3c(c2c1C#N)CC(=O)N3C12CC3CC(CC(C3)C1)C2
→ -85, -9
CCOc1ccc(-n2c(=O)c3sccc3n(Cc3ccc(C)cc3)c2=O)cc1
→ 9, -6
COc1ccc(NC(=S)NNC(=O)c2ccc(S(=O)(=O)N3CCOCC3)cc2)cc1
→ -9, 3

(list continues)
| structure | TAG inh | TAG inh DAPI viability |
| --- | --- | --- |
| O=C1/C(=C/c2ccccn2)SC(=S)N1c1cccc(O)c1 | -3 | -11 |
| Cc1nc2ccccc2c(=O)n1/N=C/c1cn(-c2ccccc2)nc1-c1cccs1 | 27 | 1 |
| COc1ccc(CCN2CC(C#N)=C3c4cc(OC)c(OC)cc4CCN3C2)cc1OC | -27 | 7 |
| CN1CCN(CCC2Oc3cc([N+](=O)[O-])ccc3NC2=O)CC1 (configuration not stated) | -8 | 8 |
| COc1ccc(NC(=O)N(C)[C@H]2C[C@H]3c4[nH]c5ccccc5c4CCN3C(=O)[C@H]2CO)cc1 | 4 | 14 |
| Cn1ncc(Cl)c1C(=O)Nc1ccc2c(c1)CCC2 | 4 | -7 |
| O=C(Nc1ccc(Oc2ccccc2)cc1)c1csc([C@@H]2C[C@H](O)[C@@H](CO)O2)n1 | -8 | -2 |
| CCOc1ccccc1NC(=O)CN1C(=O)C(=O)N(Cc2ccco2)C1=O | -5 | 2 |
| CCN(CC)C(=O)CCC(=O)Nc1ccc(C(=O)OC)cc1 | -20 | 14 |
| Cc1cc(NC(=O)CSCc2nc(-c3cccc(F)c3)oc2C)no1 | 4 | 4 |

Entries of single compounds from above.
CN1CCN(c2cc(=O)n(C3CCCCC3)c(=O)[nH]2)CC1 as listed: TAG inh = -14; TAG inh DAPI viability = -1
O=C(/C=C/c1ccco1)N1CCN(S(=O)(=O)c2ccccc2)CC1 as listed: TAG inh = 8; TAG inh DAPI viability = -3

The results go on.
| structure | TAG inh | TAG inh DAPI viability |
| --- | --- | --- |
| CC(C)(C)OC(=O)N1CCC(CNC(=O)c2ccc(F)cc2)CC1 | -21 | 5 |
| Cc1ccc(S(=O)(=O)CCC(=O)OCC(=O)NC(N)=O)cc1 | 3 | -3 |
| CCOc1ccc2oc(C(=O)NCC(c3ccco3)N(C)C)c(C)c2c1 (configuration not stated) | 12 | 18 |
| O=C(NCC(=O)N1CCCCCCC1)c1ccccc1Br | -1 | -1 |
| CCOC(=O)[C@@H]1[C@H]2COc3ccc(Br)cc3[C@@H]2N2C(=O)N(c3cccc(F)c3)C(=O)[C@]12C | -17 | 1 |
| CCN(CC)C(CNC(=O)CSc1nnnn1-c1cccc(F)c1)c1ccco1 (configuration not stated) | -3 | -9 |
| Cc1cc(C(=O)COc2cc(F)ccc2[N+](=O)[O-])c(C)n1CC1CCCO1 (configuration not stated) | -7 | 7 |
| O=C(N/N=C/c1cccnc1)C(=O)N1CCCCCC1 | 7 | 1 |
| CCCS(=O)(=O)c1c(S(=O)(=O)CCC)c2cc(-c3ccncc3)ccn2c1C(=O)OC | 13 | 154 |
| COC(=O)c1cc(OC)c(OC)cc1NC(=S)N1CCN(c2ccccn2)CC1 | -9 | 2 |
| CCOc1ccc(-c2cn(S(=O)(=O)c3cccc4nsnc34)nc2N)cc1 | 5 | -6 |
| O=c1[nH]ncc2c3ccccc3n(Cc3ccc(F)cc3)c12 | -4 | -2 |
| CC(C)Oc1ccccc1C1(c2ccccc2)NC(=O)NC1=O (configuration not stated) | 5 | 0 |
| COc1ccccc1OCC(=O)Nc1ccc(S(=O)(=O)Nc2cc(C)nc(C)n2)cc1 | 2 | -8 |
| CC1CCC(C(O)(C(=O)O)C2CCCCC2)CC1C (configuration not stated) | 1 | 0 |
| CCOc1ccc(CN2C(=O)c3ccccc3C2C(=O)NCC2CCCO2)cc1 (configuration not stated) | -5 | 3 |
| Cn1c(SCC(=O)c2c(N)n(C)c(=O)n(C)c2=O)nnc1-c1ccccc1F | 7 | 1 |
| CC1(C)NC(=O)N(CC(O)Cn2c3ccccc3c3ccccc32)C1=O (configuration not stated) | 7 | -3 |
| CC12CCC(C(=O)NC3CCCCC3)([C@H](Br)C1=O)C2(C)C (some centres not stated) | -15 | -2 |
| CC(C)C(=O)Nc1nnc(-c2ccccc2)o1 | -6 | -4 |
| Cc1occc1-c1nnc(SCC(=O)NCc2cccs2)n1-c1ccc(F)cc1 | 13 | -3 |
| COc1ccc([C@H]2CC(=O)C=C(c3cc(OC)ccc3OC)C2)cc1 | -9 | -8 |
| COc1ccc(-c2cc(C)nc3c(-c4ccccc4)cnn23)cc1 | -52 | 0 |
| COc1cc(C(=O)NC(C)CCn2cccn2)ccc1OC1CCN(C(C)=O)CC1 (configuration not stated) | 7 | -3 |
| CCN(C(=O)COC(=O)C12CC3CC(CC(O)(C3)C1)C2)c1c(N)n(Cc2ccccc2)c(=O)[nH]c1=O | -19 | -8 |
| O=C(C1CCCO1)N1CCN(C(=S)Nc2ccccc2)CC1 (configuration not stated) | 0 | 8 |
| COc1ccc(C(CNC(=O)c2cccc(S(=O)(=O)N(C)c3ccccc3)c2)N2CCCC2)cc1 (configuration not stated) | 7 | 8 |
| CC(C)c1ccc(NC(=S)NNc2ccc(Cl)c(C(=O)O)c2)cc1 | -1 | 10 |
| OCCNc1nc(N2CCCC2)nc(N2CCCC2)n1 | 21 | -7 |
| CCOc1ccccc1NC(=O)N1CCCC1C(=O)Nc1nnc(CC)s1 (configuration not stated) | 2 | 3 |
| CCC(=O)N1CCN(c2nc(-c3ccc(Cl)cc3)cs2)CC1 | -37 | 0 |
| CCCOc1ccc(CNC(=O)C2CCN(C(=O)N3CCOc4ccccc43)CC2)cc1 | 10 | 1 |
| CCn1nc(NC(=O)c2ccccn2)c2cc3cccc(C)c3nc21 | 5 | 21 |
| COc1cc(C)c(C(C)C)cc1S(=O)(=O)NCCCn1ccnc1 | 8 | 2 |
| CCc1ccc(S(=O)(=O)Nc2cccc(-c3ccc4nnc(C)n4n3)c2)s1 | -17 | 6 |
| O=C(c1cc(Cl)ccc1F)N1CCCC(Nc2ccc3c(c2)OCCO3)C1 (configuration not stated) | -3 | 0 |
| N#CCCn1c2ccccc2c2nc3ccccc3nc21 | 5 | 8 |
| N#Cc1c(SCC(=O)N2CCCCC2)nsc1SCC(=O)N1CCCCC1 | 3 | -13 |
| Oc1ccccc1CN1CCCC(N2CCN(c3cccc(C(F)(F)F)c3)CC2)C1 (configuration not stated) | -3 | -3 |
| Cc1cc(C)n(-c2ccc(C(=O)Nc3cccnc3)cc2)n1 | 3 | 4 |
| O=C(Nc1cccc(S(=O)(=O)N2CCCCC2)c1)C1CC1 | -12 | -7 |
| Cc1ccc2[nH]c(C(=O)O)c(NC(=O)[C@@H]3C[C@@H]3c3ccccc3)c2c1 | 5 | -1 |
| COC(=O)c1sccc1NC(=O)Nc1cc(OC)ccc1OC | 12 | 1 |
| O=C(NCc1ccc2c(c1)OCO2)Nc1ccc(F)cc1 | -30 | 1 |
| COCC(C)NC(=O)c1ccccc1OC(C)=O (configuration not stated) | 0 | 6 |
| O=c1[nH]c2ccc(NC(=S)Nc3ccccc3)cc2[nH]1 | 1 | 1 |
| Cc1ccc(-c2cc(N)n(-c3ccccc3)n2)cc1 | 9 | 0 |
| CC(C)(C)OC(=O)NCCCC[C@H](NC(=O)c1[nH]cnc1C(=O)N[C@@H](Cc1ccccc1)C(=O)OC(C)(C)C)C(=O)OC(C)(C)C | 30 | -11 |
| COc1ccccc1NS(=O)(=O)c1cc(NC(=O)c2ccccc2[N+](=O)[O-])ccc1N1CCOCC1 | 21 | -15 |
| Oc1ccc(-c2nccc(-c3cccs3)n2)cc1 | 8 | 13 |

Next section.
| structure | TAG inh | TAG inh DAPI viability |
| --- | --- | --- |
| CCCCOC(=O)c1ccc(NC(=O)CSc2nncn2C)cc1 | 0 | 3 |
| COc1ccc(C(=O)c2c[nH]c(C(=O)NCCCn3ccnc3)c2)cc1 | -18 | 44 |
| COc1cccc(C(=O)NC(C)C(c2cccs2)N2CCOCC2)c1 (configuration not stated) | 5 | 2 |
| Cc1cc(C)nc(SCC(=O)NC2CCCCC2C)n1 (configuration not stated) | 8 | -4 |
| CCOc1cc(-c2n[nH]c(=S)n2Cc2ccccc2)ccc1OC(F)F | 18 | 4 |
| O=C(O)C1CCCN(S(=O)(=O)c2ccccc2)C1 (configuration not stated) | 4 | -9 |
